# SW480 rereplic: A quantitative high throughput screen for small molecules that induce DNA re-replication in SW480 colon adenocarcinoma cells. Potency, µM (titrated, usually from 46.1 µM), for the others: top-dose re-replication activation, most hits filed as activators. 340,000 compounds, 1.8% hits. SW480 DNA re-replication, Hoechst DNA content imaging, 48 h; further: potency means the concentration at half of the fitted maximal effect; % of control where 0% means no effect; nearly all actives have a fitted effect of over 55% in size
#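 First, 250 cells per well were seeded. Next, compound or vehicle (23 nL) was pinned in, plates sat 48 hr at 37 C. Finally Hoechst was added for 40 min before fluorescence scanning.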
# KB-V1 cytotox: qHTS assay for MDR1-selective chemotherapeutics: Primary screen using the drug-selected MDR subline cells KB-V1; KB-V1 MDR cells viability, CellTiter-Glo, 72 h; Potency, µM (series often up to 46.1 µM), without a hit: at the top dose activity change, negative = cytotoxicity, usual class: cytotoxic; 400,000 compounds, 3.4% hits; AID 1347076, 2019; further: potency means the concentration at half of the fitted maximal effect; on the % scale 0 is the no-effect control and ±100 the full control effect; nearly all actives have a fitted effect of over 60% in size
#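 KB-V1, DMEM (no phenol red) + 10% FBS; cpd pin-transferred, titration series; 72 h, 37 degrees C; CellTiter-Glo, luminescence. Data normalized, curve-fit.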
# S2 tox: Viability Counterscreen for Primary qHTS for Inhibitors of ATXN expression; S2 cells (HEK-293 line with an ATXN2-luciferase reporter) viability, CellTiter-Fluor protease fluorescence, 24 h; Potency, µM (highest dose often 56.7 µM), most hits filed as cytotoxic; 400,000 compounds, 0.49% hits; further: potency means the concentration at half of the fitted maximal effect; nearly all actives have a fitted effect of over 40% in size
# HT1080-NT tox: qHTS for induction of synthetic lethality in tumor cells producing 2HG: qHTS for the HT-1080-NT fibrosarcoma cell line; 360,000 compounds, 1.6% hits; Potency, µM (highest dose often 46.1 µM), for the others: at the highest dose activity, negative = less viability, usual class: cytotoxic; HT-1080-NT fibrosarcoma viability, CellTiter-Glo ATP luminescence, 48 h; AID 686970, 2013;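 further: NT is the 2HG producing partner of a matched IDH1 knockdown line; potency means the concentration at half of the fitted maximal effect; 0% = DMSO-treated cells and -100% = media-only wells without cells; nearly all actives have a fitted effect of over 55% in size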
#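 750 cells/well, RPMI + 5% FBS; 2 h settle, compound pin-transfer, 48 h at 37 degrees C. CellTiter-Glo 10 min RT, luminescence. Normalized to DMSO and media-only wells.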
# IL1B secr inh: qHTS for Inhibitors of Inflammasome Signaling: IL-1-beta AlphaLISA Primary Screen; THP-1 LPS/ATP IL-1B secretion, AlphaLISA, 16 h; hits give low values; activity change, % at 57.5 µM; 360,000 compounds, 4.7% hits; in the data active means activity change below about -50%; inconclusive means mostly about -30% to -49%; further: on the % scale 0 is the no-effect control and ±100 the full control effect
#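 THP-1 cells pretreated 1 hr with compounds (up to 57.5 uM final), then stimulated with LPS (250 ng/mL final) plus ATP (1.25 mM final); secreted IL-1B measured by AlphaLISA after 16 hr, decreased signal indicating inhibition.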
# HT1080 IDH1KD tx: qHTS for induction of synthetic lethality in tumor cells producing 2HG: qHTS for the HT-1080-IDH1KD cell line. AID 686971, 2013. HT-1080 IDH1 knockdown viability, ATP luminescence, 48 h. Potency, µM (top dose mostly 46.1 µM), without a hit: top-dose activity, negative = toxicity, hits mostly cytotoxic. 360,000 compounds, 2% hits;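 further: potency means the concentration at half of the fitted maximal effect; 0% = DMSO wells and -100% = cell-free medium wells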
#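 After a 2 h attachment period, IDH1KD HT-1080 cells took pin-transferred compound for 48 h at 37 °C; ATP-based luminescence after 10 min room-temperature reagent incubation reported viability.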
# MCF10A rereplic: A quantitative high throughput screen for small molecules that induce DNA re-replication in MCF 10a normal breast cells; AID 624296, 2012; 350,000 compounds, 2.9% hits; Potency, µM (top dose mostly 46.1 µM), without a hit: top-dose activity, positive = re-replication, actives largely listed as activators; MCF 10A DNA re-replication, Hoechst nuclear intensity, 48 h; further: potency means the concentration at half of the fitted maximal effect; % of control where 0% means no effect; nearly all actives have a fitted effect of over 50% in size
# KB-3-1 cytotox: qHTS assay for MDR1-selective chemotherapeutics: Primary screen using the parental adenocarcinoma cell KB-3-1 | KB-3-1 viability, CellTiter-Glo ATP luminescence, 72 h | Potency, µM (highest dose often 46.1 µM), for inactives: top-dose activity change, negative = cytotoxic, hits mostly cytotoxic | 400,000 compounds, 1.4% hits; further: potency means the concentration at half of the fitted maximal effect; on the % scale 0 is the no-effect control and ±100 the full control effect; nearly all actives have a fitted effect of over 60% in size
#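 KB-3-1 cells, DMEM (no phenol red) + 10% FBS; compound by pin transfer, 72 h, 37 °C. Readout: CellTiter-Glo luminescence after 10 min. Data normalized, curve-fitted.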
# ATXN2 expr inh: Primary qHTS for Inhibitors of ATXN expression; HEK-293 ATXN2-luciferase reporter, luminescence, 24 h; Potency, µM (top dose mostly 57 µM), inactives show at the highest dose activity change, negative = inhibition, actives largely listed as inhibitors; 360,000 compounds, 0.72% hits; AID 1745845, 2022; further: potency means the concentration at half of the fitted maximal effect; on the % scale 0 is the no-effect control and ±100 the full control effect; nearly all actives have a fitted effect of over 55% in size
#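 qHTS (up to 57 uM final) was run with 24 h compound exposure of reporter cells at 37 °C. Each well was multiplexed: SteadyGlo luminescence measured ATXN2-luciferase expression after a fluorogenic Gly-Phe-AFC viability readout (25 uM final).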
# Numbers without * were called inactive; i = inactive; ? = inconclusive; / = no result given; [ ] = remark or other dose. Unless noted, the call rests on the fitted dose curve; in most records, active means well fitted curve in the direction sought with a large enough effect; inconclusive means small, poorly fitted or top-dose-only effect, or another doubt; inactive means no such curve, though single readings can be large; an effect the other way counts as inactive or inconclusive. An unsorted share of the library, and some 11% of all compounds hit somewhere here.
SMILES,SW480 rereplic,KB-V1 cytotox,S2 tox,HT1080-NT tox,IL1B secr inh,HT1080 IDH1KD tx,MCF10A rereplic,KB-3-1 cytotox,ATXN2 expr inh
COc1cccc(N(CC(=O)NCc2cccnc2)S(C)(=O)=O)c1,-3%,0%,i,14%,-3,7%,1%,13%,10%
CCN(C)Cc1c(C(=O)N2CCc3ccccc3C2)nc2ccc(Cl)cn12,-3%,-5%,i,4%,0,6%,-3%,-2%,3%
COC(=O)CCSc1nc2sc3c(c2c(=O)n1Cc1ccccc1)CCC(C(C)(C)C)C3 (configuration not stated),/,23%,i,/,/,/,/,0%,40%[activator]
Cc1cccc(-n2c(SCC(=O)NC3CCCC3)nnc2-c2ccoc2C)c1,1%,?,i,21%,22,16%,22%,5%,-9%
CC(C)C(=O)Nc1ccc(C(=O)NC2CCSC2=O)cc1 (configuration not stated),-1%,0%,i,5%,-2,12%,-3%,2%,-10%
Cc1cc(N2C(=O)C(O)=C(C(=O)c3cc4ccccc4o3)C2c2cccs2)no1 (configuration not stated),-2%,3%,i,-18%,-7,?,-2%,-2%,-9%
O=C([C@@H]1CCCN1C1=NS(=O)(=O)c2ccccc21)N1CCN(c2ccccc2)CC1,/,-13%,?,2%,-10,0%,/,7%,/
CC1=C(C#N)C2(O)C(=O)c3ccccc3C2(O)N1 (configuration not stated),-3%,7%,i,2%,14,0%,-1%,-20%,6%
COc1ccc(C=O)cc1CSc1ncccc1C(=O)O,-1%,?,i,16%,9,10%,-2%,0%,-7%
COc1ccc(-c2cc(=O)c3ccccc3s2)cc1,-23%,15µM*,i,-7%,-60*,-5%,-13%,-15%,100%[activator]
CCN(CC(=O)Nc1ccc(NC(C)=O)cc1)C(=O)CCN1C(=O)C2CC=CCC2C1=O (configuration not stated),4%,8%,i,6%,10,2%,-3%,-2%,0%
Cc1ccccc1N=C1NN=C(c2ccccc2F)CS1,?,4%,i,?,-6,-24%,27%,0%,-7%
COc1ccc(-c2cc(=O)[nH]c(=O)[nH]2)cc1,0%,-11%,i,0%,-1,0%,0%,2%,4%
CCOC(=O)c1c(NC(=O)CSc2nncs2)sc(C)c1-c1ccccc1,8%,7.3µM*,i,-22%,-15,?,7.3µM*,?,-6%
CCOC(=O)/C(C#N)=C/c1ccc(N2CCCCC2)cc1,?,-2%,i,1%,-29,7%,20%,-1%,72%[activator]
CC1CCN(C(=O)C(Cc2ccccc2)n2cccc2)CC1 (configuration not stated),0%,10%,i,-19%,-8,1%,18%,-3%,-5%
CCOC(=O)c1ccc(NC(=O)CC2C(=O)N(c3cccc(OC)c3)C(=O)N2C2CCCCC2)cc1 (configuration not stated),/,-2%,?,/,/,/,/,1%,-17%
COc1cccc(CC(=O)Nc2nc3ccccc3[nH]2)c1,-9%,-8%,i,15%,-7,10%,0%,-1%,-6%
Cc1cc(=O)c2ccc(Cl)cc2[nH]1,-15%,5%,i,0%,65,-2%,8%,0%,8%
CCOC(=O)N1CCN(C(=O)c2c[nH]c3ccc(S(=O)(=O)N(C)c4ccccc4C)cc3c2=O)CC1,9%,9%,i,4%,6,8%,4%,4%,5%
Cc1ccc(NC(=O)c2cc3cccc([N+](=O)[O-])c3[nH]2)cc1,0%,3%,i,-6%,-4,-5%,3%,-2%,78%[activator]
CCc1ccccc1OCC(=O)NCC1COc2ccccc2O1 (configuration not stated),4%,2%,i,2%,-12,-1%,2%,0%,-10%
CC(C)[C@@H]1O[C@H](CCc2ccccc2)CC2=C1C(=O)OC(C)(C)O2,/,?,i,-12%,33,-22%,/,3%,-4%
CCOC(=O)[C@]12CCC=C1N(Cc1ccccc1)C(=O)[C@H](CC(=O)NCc1cccc3ccccc13)C2,/,?,?,-26%,-15,-11%,/,-12%,-24%
COc1ccc(CNC(=O)CNC(c2ccccc2)c2ccccc2)cc1OC,-3%,8.2µM*,i,-6%,-12,-2%,20%,-22%,-1%
COc1ccc(CCN(Cc2ccc(C(C)C)cc2)S(=O)(=O)c2ccc(S(=O)(=O)N(C)C)cc2)cc1OC,-5%,18%,i,-12%,6,-10%,-8%,-3%,-15%
O=C(O)c1cc2cccc(S(=O)(=O)N3CCCCC3)c2cc1O,-9%,-1%,/,-3%,22,-9%,-4%,-4%,11%
CCn1c(SCC(=O)Nc2ccc3c(c2)OCO3)nc2c1c(=O)n(C)c(=O)n2C,-6%,0%,i,-7%,12,3%,-1%,3%,-16%
Cc1cccn2c(=O)c3cc(C(=O)NCC4CCCO4)c(=N)n(Cc4ccc(F)cc4)c3nc12 (configuration not stated),8.2µM*,-18%,/,6%,13,26%,1.8µM*,-8%,-18%
CC1CCCCN1S(=O)(=O)c1cc2c(=O)nc3ccccn3c2cc1Cl (configuration not stated),/,9%,i,/,/,/,/,19%,7%
Cc1ccc(CNC(=O)C(C)C2Sc3ccccc3NC2=O)cc1 (configuration not stated),-19%,3%,i,-26%,-10,1%,-13%,-7%,-23%
CN(C)S(=O)(=O)c1ccc2oc(SCC(=O)c3c(N)n(C4CC4)c(=O)[nH]c3=O)nc2c1,-9%,20%,/,10%,22,0%,14%,2%,/
CCOC(=O)c1cc(CC)sc1NC(=O)c1ccc([N+](=O)[O-])c(N2CCOCC2)c1,-4%,-3%,?,9%,-11,5%,-3%,-6%,-9%
Cc1cc(C)c(NC(=O)CN2CCN(S(=O)(=O)c3ccc4c(c3)OCCO4)CC2)c(C)c1,/,0%,i,-5%,-11,-9%,/,-3%,/
COc1ccc(Br)c(C(=O)OCC(=O)NC2CCCCCC2)c1,0%,-41%,i,5%,0,8%,-2%,-15%,3%
CCc1ccc(NC(=O)C2CCN(C(=O)N3CCOc4ccccc43)CC2)cc1,-7%,-14%,?,-2%,-4,-7%,9%,2%,-31%
CCOC(=O)C1CCCN(S(=O)(=O)c2cc(C(=O)OC)n(C)c2)C1 (configuration not stated),-8%,?,i,-9%,20,-9%,1%,?,-15%
CCn1c(CNC(=O)c2ccccc2F)nnc1SCCOc1ccccc1,-5%,7%,i,-4%,32,-1%,1%,-4%,-21%
N[C@@H](Cc1ccccc1)C(=O)N1CCC(C(=O)NCC(=O)Nc2ccc(F)cc2)CC1,3%,?,i,-5%,-8,3%,?,0%,-6%
O=C(c1cccc(Br)c1)N1CCN(C(=O)c2cccc(Br)c2)CC1,-1%,-3%,i,17%,-12,13%,-6%,?,-12%
O=C(Nc1ccccc1)N(Cc1c[nH]c2ccccc12)C1CCCCCC1,/,9%,i,/,/,/,/,0%,7%
COC(=O)C1=C(NC(=O)COc2ccc3ccccc3c2)CCS1,-7%,3%,i,16%,-7,9%,-2%,18%,5%
NNC(=O)Cn1nnc(-c2ccc(C(F)(F)F)cc2)n1,1%,13%,?,4%,12,0%,3%,2%,/
COc1cccc(CN2CCN(C(=O)Nc3ccc([N+](=O)[O-])cc3)CC2)c1,?,-16%,i,-20%,-10,?,21%,?,?
CCCCN(C)C(=O)C1CCC(=O)N(c2cc(OC)c(OC)c(OC)c2)C1c1ccc(OC)cc1 (configuration not stated),-1%,19%,i,10%,16,-1%,1%,0%,-3%
C/C(=N/OC(=O)c1ccc(C)cc1)C(=O)c1ccc(Br)cc1,-36%[inhibitor],12%,i,-4%,6,-1%,4%,-2%,/
O=C(NCc1ccccc1)C(c1cccnc1)N(C(=O)c1ccccn1)c1cccc(F)c1 (configuration not stated),10%,-16%,i,1%,-1,11%,20%,2%,-19%
CCCCSc1nnc2c(n1)[nH]c1ccccc12,2%,-26%,i,-1%,-6,-3%,7%,-7%,-1%

# Compound profiles, from the list above. Values in the order: SW480 rereplic | KB-V1 cytotox | S2 tox | HT1080-NT tox | IL1B secr inh | HT1080 IDH1KD tx | MCF10A rereplic | KB-3-1 cytotox | ATXN2 expr inh
# CCCCN(C)C(=O)C1CCC(=O)N(c2cc(OC)c(OC)c(OC)c2)C1c1ccc(OC)cc1 (configuration not stated) as listed: -1% | 19% | i | 10% | 16 | -1% | 1% | 0% | -3%
# C/C(=N/OC(=O)c1ccc(C)cc1)C(=O)c1ccc(Br)cc1 as listed: -36%[inhibitor] | 12% | i | -4% | 6 | -1% | 4% | -2% | /
# O=C(Nc1ccccc1)N(Cc1c[nH]c2ccccc12)C1CCCCCC1 as listed: / | 9% | i | / | / | / | / | 0% | 7%
# CCOC(=O)C1CCCN(S(=O)(=O)c2cc(C(=O)OC)n(C)c2)C1 (configuration not stated) as listed: -8% | ? | i | -9% | 20 | -9% | 1% | ? | -15%

# Further compounds
SMILES,SW480 rereplic,KB-V1 cytotox,S2 tox,HT1080-NT tox,IL1B secr inh,HT1080 IDH1KD tx,MCF10A rereplic,KB-3-1 cytotox,ATXN2 expr inh
Cc1ccc(S(=O)(=O)NCCC(=O)N2CCN(S(=O)(=O)c3cccc(F)c3)CC2)cc1C,-373%[inhibitor],6%,i,-8%,-19,-5%,9%,-2%,-18%
O=[N+]([O-])c1ccc(O)c(/C=N/n2cnc3ccccc32)c1,-122%[inhibitor],?,i,-13%,24,-22%,28%,-26%,-2%
CCCOc1ccc(/C=N/NC(=O)C2CCCN2S(=O)(=O)c2ccc(Cl)cc2)cc1 (configuration not stated),1%,-18%,i,?,-4,-1%[9.24 µM],15%,-5%,3%
CC(=O)CCN1CCOCC1,?,-1%,i,10%,-2,-4%,?,-7%,22%
CSc1ncc(Cl)c(C(=O)Nc2ccccc2Br)n1,9%,1%,?,9%,18,1%,6%,0%,/
O=C(NCCC1=CCCCC1)Nc1ccc2nsnc2c1,7%,-3%,i,-25%,-94*,?,?,-15%,32%[activator]

# Screening results: PubChem, National Center for Advancing Translational Sciences (NCATS)
